FadD28 binding = inhibitors of FadD28 bisubstrate probe binding, primary screen, biochemical, fluorescence polarization, single point; Mycobacterium tuberculosis FadD28 fatty-acid-AMP ligase; inhibition, % at 12.5 µM; 360,000 tested, 0.22% active; AID 588549, 2011; in the data active = inhibition above about 8.5%, passing the limit was not always enough; inconclusive = no clear call, values can overlap the other calls
UGM FP inh = M. tuberculosis UGM enzyme inhibitors, primary screen, biochemical, fluorescence polarization, single point. UDP-galactopyranose mutase (Mycobacterium tuberculosis (strain ATCC 25618 / H37Rv)), …. purified UGM, fluorescence polarization probe displacement. inhibition, % at 10 µM. 320,000 tested, 0.06% active. AID 504406, 2011; in the data active = inhibition above about 10%, passing the limit was not always enough; inconclusive = no clear call, values can overlap the other calls
Anthrax LF inh2 = Bacillus anthracis LF protease inhibitors, primary screen, biochemical, multiplex microsphere, MLPCN library | Lethal factor (Bacillus anthracis), P15917 | multiplex microsphere protease cleavage assay | inhibition, % at 10 µM | 360,000 tested, 0.12% active; note: plate controls were buffer without enzyme for full effect and enzyme alone for no effect
Target sequence (P15917 whole entry, looked up): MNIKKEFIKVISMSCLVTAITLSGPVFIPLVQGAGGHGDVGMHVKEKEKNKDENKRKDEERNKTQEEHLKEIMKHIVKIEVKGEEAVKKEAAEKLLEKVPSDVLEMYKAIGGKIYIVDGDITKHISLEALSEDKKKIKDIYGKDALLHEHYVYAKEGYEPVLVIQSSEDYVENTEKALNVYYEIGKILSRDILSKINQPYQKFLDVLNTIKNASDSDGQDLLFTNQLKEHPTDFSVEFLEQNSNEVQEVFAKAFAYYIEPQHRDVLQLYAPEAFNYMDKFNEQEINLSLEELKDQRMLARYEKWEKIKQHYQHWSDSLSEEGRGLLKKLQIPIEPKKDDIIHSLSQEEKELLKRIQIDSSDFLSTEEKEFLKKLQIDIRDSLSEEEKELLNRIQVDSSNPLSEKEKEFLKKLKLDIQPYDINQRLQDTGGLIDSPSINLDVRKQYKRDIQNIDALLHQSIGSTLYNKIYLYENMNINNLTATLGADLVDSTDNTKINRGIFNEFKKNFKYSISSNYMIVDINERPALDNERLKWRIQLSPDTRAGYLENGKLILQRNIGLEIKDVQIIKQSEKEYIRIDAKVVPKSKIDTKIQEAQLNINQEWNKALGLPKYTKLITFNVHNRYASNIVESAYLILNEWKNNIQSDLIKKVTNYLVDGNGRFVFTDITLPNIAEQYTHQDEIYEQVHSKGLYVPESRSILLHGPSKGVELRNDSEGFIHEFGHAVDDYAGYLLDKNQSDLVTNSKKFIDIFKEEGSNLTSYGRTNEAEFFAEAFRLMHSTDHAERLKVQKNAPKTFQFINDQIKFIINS
BioA inh = M. tuberculosis BioA enzyme inhibitors, primary screen, biochemical, plate reader, single point, HTS; 7,8-diaminopelargonic acid synthase BioA (Mycobacterium tuberculosis); purified M. tuberculosis BioA enzyme; inhibition, % at 9.99 µM; 360,000 tested, 0.096% active; AID 602481, 2012; in the data active = inhibition above about 40%; inconclusive = no clear call, values can overlap the other calls
BoNT A protease = BoNT/A light chain protease inhibitors, primary screen, biochemical, flow cytometry, MLPCN library; multiplex microsphere protease substrate cleavage; Botulinum neurotoxin type A light chain protease (Clostridium botulinum A str. ATCC 3502); 360,000 tested, 0.17% active; inhibition, % at 10 µM; note: plate controls were buffer without enzyme for full effect and enzyme alone for no effect
GDH-TPI inh = GDH-TPI coupling enzyme inhibitors, primary screen, artefact control for M. tuberculosis FBA inhibitor project, biochemical, absorbance, full deck; GDH-TPI coupled enzyme counterscreen, NADH absorbance; inhibition, % at 4.8 µM; 360,000 tested, 1.2% active; in the data active = inhibition above about 30%;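 note: 0% = DMSO wells and 100% = wells lacking the enzyme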
PfHsp40 rescue = rescue of yeast from PfHsp40 toxicity, primary screen, S. cerevisiae, ATP luminescence; 340,000 tested, 0.68% active; growth rescue, % at 12.5 µM; S. cerevisiae expressing PfHsp40, growth rescue; in the data active = growth rescue above about 28%, passing the limit was not always enough; inconclusive = no clear call, values can overlap the other calls;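 note: yeast W303a lacking pdr1 and pdr3 grown in galactose medium; growth measured after three days at 30 °C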
FBA Mtb inh = Mtb FBA enzyme inhibitors, primary screen, biochemical, fluorescence, strain H37Rv | Fructose-bisphosphate aldolase (Mycobacterium tuberculosis (strain ATCC 25618 / H37Rv)), … | 360,000 tested, 2.3% active | AID 588726, 2011 | inhibition, % at 1 µM | purified M. tuberculosis FBA, fluorescence read-out; in the data active = inhibition above about 27%;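 note: 0% = vehicle and 100% = reference inhibitor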
BoNT F protease = BoNT/F light chain protease inhibitors, primary screen, biochemical, flow cytometry, MLPCN library; Multiplex microsphere protease cleavage assay; inhibition, % at 10 µM; 360,000 tested, 0.22% active; in the data active = inhibition above about 35%, passing the limit was not always enough; inconclusive = no clear call, values can overlap the other calls; note: plate controls were buffer without enzyme for full effect and enzyme alone for no effect
Numbers without * were called inactive; u = inconclusive; x = not tested or not shown; + = active, no number. Cut-off read from the data, not from the text of the source, unless noted: active = inhibition above about 30%; inconclusive = no clear call, values can overlap the other calls; inactive = below that.

No.	canonical_smiles	FadD28 binding	UGM FP inh	Anthrax LF inh2	BioA inh	BoNT A protease	GDH-TPI inh	PfHsp40 rescue	FBA Mtb inh	BoNT F protease
1	COc1ccc(C2=NO[C@@H]3C(=O)N(c4ccc(C)cc4C)C(=O)[C@H]23)cc1OC	1.1	-0.6	-1	-0.7	0.3	2	1.1	2	-1
2	COc1ccc(N2CCN(C(=S)Nc3cc(C)cc(C)c3)CC2)cc1	-1.5	2.0	2	-0.6	-0.2	14	-0.8	-1	4
3	CCc1cc(=O)oc2cc(C)cc(OC(C)C(=O)NCc3cccnc3)c12 (stereo unspecified)	-0.5	-2.8	-1	0.4	-0.9	-4	-0.5	105*	0
4	Cc1ccc(Cc2cnc(NC(=O)c3cccs3)s2)cc1	-4.1	-0.4	-8	-0.4	-0.8	5	-0.3	3	u
5	CC(=O)c1cccc(N=Nc2c(-c3ccccc3)[nH]n(-c3ccccc3)c2=O)c1	-0.6	1.0	-8	x	-0.8	-4	-1.1	0	-1
6	CCN(CC)CCCn1c2c(c(SCC(=O)N3CCc4ccccc43)nc1=O)CCC2	-4.5	-1.4	6	0.3	-4.2	4	-0.6	-1	-16
7	O=C(Nc1ccc(F)cc1F)C1CCCN1S(=O)(=O)c1cccc2nsnc12 (stereo unspecified)	0.6	0.4	0	-1.3	0.9	2	0.7	-1	-1
8	O=C(Cn1cccc1C(=O)c1ccccc1)NCc1ccccc1Cl	-2.9	-1.4	2	-0.8	1.4	13	1.1	0	2

Additional compounds.
No.	canonical_smiles	FadD28 binding	UGM FP inh	Anthrax LF inh2	BioA inh	BoNT A protease	GDH-TPI inh	PfHsp40 rescue	FBA Mtb inh	BoNT F protease
9	N#Cc1cc2c(=O)n3ccccc3nc2n(Cc2cccnc2)c1=O	-4.9	-1.6	-4	0.7	0.4	1	-1.0	+	2
10	Cc1ccc(S(=O)(=O)Nc2ccc(C(N)=O)cc2)cc1[N+](=O)[O-]	-2.8	2.5	-2	x	-0.3	-4	0.5	-7	-4
11	Cc1ccsc1/C=C(\C(=O)c1ccc(OC(C)C)cc1)c1nc2ccccc2o1	-1.5	1.8	-1	x	1.3	18	0.9	-4	-9
12	FC(F)(F)c1cccc(NC(=S)NCC2COc3ccccc3O2)c1 (stereo unspecified)	-1.1	-0.9	1	2.3	0.4	3	1.9	-2	3
13	O=C1CCC(c2ccc3c(c2)CCC3)=NN1	-2.1	-1.6	2	x	-1.6	-2	-1.4	-3	1
14	CCCCn1nnnc1SCC(=O)c1ccccc1F	1.6	0.9	-2	x	-0.4	5	-0.1	1	-3
15	O=C(NNS(=O)(=O)c1ccc(Cl)cc1)c1cnn(-c2ccccc2)c1-n1cccc1	-5.4	2.4	2	x	-1.1	0	1.4	-2	7
16	CC1(C)N2CC3([N+](=O)[O-])CN1CC([N+](=O)[O-])(C2)C3	-0.4	-0.3	11	x	u	3	0.7	0	u

Further entries follow.
No.	canonical_smiles	FadD28 binding	UGM FP inh	Anthrax LF inh2	BioA inh	BoNT A protease	GDH-TPI inh	PfHsp40 rescue	FBA Mtb inh	BoNT F protease
17	COc1cccc(NC(=O)CSc2nc3scc(C)c3c(=O)[nH]2)c1	-2.7	-0.2	23	-2.0	-0.3	3	-1.0	0	17
18	CC(OC(=O)CCN=C1NS(=O)(=O)c2ccccc21)C(=O)N(C)c1ccccc1 (stereo unspecified)	-2.8	-0.5	u	x	-4.1	3	-0.4	0	-7
19	COc1ccc(S(=O)(=O)N2CCC(C(=O)NC3(C)CCS(=O)(=O)C3)CC2)cc1OC (stereo unspecified)	-0.3	-2.0	7	0.6	-3.5	9	-1.7	-1	-12
20	O=C(C1CCCN(c2ncccn2)C1)N1CCc2ccccc21 (stereo unspecified)	-1.0	2.0	-4	12	-5.0	2	0.2	4	-8
21	CCC(C(=O)NC1CCCC1)N(C(=O)c1snc(C(N)=O)c1N)c1ccc2c(c1)OCCO2 (stereo unspecified)	-3.8	-0.2	-2	-0.1	0.2	3	-1.9	-1	-4
22	Cc1ccc(O)c(C2=NNC(c3ccc(Cl)cc3)C2)c1 (stereo unspecified)	-7.1	-0.3	-3	-0.5	0.4	17	u	2	-3
23	COc1ccccc1OCC(=O)Nc1ccccc1C(=O)N1CCCC1	1.9	-1.6	7	-3.6	2.7	3	1.4	4	0
24	CC(C)C[C@@H](CNCC(=O)[C@H](C)NC(=O)c1[nH]cnc1C(=O)N[C@@H](C)CN)NC(=O)c1nc[nH]c1C(=O)N[C@@H](CC(=O)O)C(=O)O	-1.4	x	1	-0.5	0.0	4	-0.3	0	5

Going on with the list:
No.	canonical_smiles	FadD28 binding	UGM FP inh	Anthrax LF inh2	BioA inh	BoNT A protease	GDH-TPI inh	PfHsp40 rescue	FBA Mtb inh	BoNT F protease
25	COc1ccc(S(=O)(=O)N(C)CC(=O)NCc2cccnc2)cc1	-2.5	-1.3	-3	-0.5	-0.7	5	-2.1	-2	2
26	CC(C)Cn1c(C(C)C)nc([N+](=O)[O-])c1S(=O)(=O)c1ccc(F)cc1	-1.4	-1.6	-5	0.2	-0.3	-6	0.2	-1	-4
27	Cc1ccc(NC(=O)C2CCN(S(=O)(=O)c3ccc4c(c3)OCCO4)CC2)c(O)c1	-1.7	5.3	7	-0.8	-1.1	4	0.1	-4	-8
28	C=CCN1C(=O)NC(=O)/C(=C/c2cnc(SC)nc2)C1=O	-2.8	7.0	-8	-2.5	-1.4	13	1.1	1	-20
29	COc1cccc(NC(=O)CSc2nc3ccccc3cc2Cc2ccccc2)c1	-0.1	1.7	-7	-0.6	-1.8	15	2.5	-3	-17
30	Cc1ccc(NC2=NC(=S)N(CC#N)C23CCCCC3)cc1	-0.3	-1.6	4	-0.3	0.2	9	-0.4	3	3
31	COc1ccc(/C=N/NC(=O)C(C)N(c2ccc(OC)cc2)S(C)(=O)=O)cc1 (stereo unspecified)	-2.0	1.1	-2	x	-0.2	0	-1.2	-1	-4
32	COc1cc(S(=O)(=O)NC2CCCCC2C)ccc1-n1cnnn1 (stereo unspecified)	-0.2	2.0	9	x	-0.5	3	0.9	-2	2

Next section.
No.	canonical_smiles	FadD28 binding	UGM FP inh	Anthrax LF inh2	BioA inh	BoNT A protease	GDH-TPI inh	PfHsp40 rescue	FBA Mtb inh	BoNT F protease
33	CN1CCN(c2ccccc2NC(=O)COc2ccccc2)CC1	0.6	0.7	-21	x	20	-11	-1.6	-2	27
34	Cc1cc(CNC(=O)CC2C(=O)NCCN2Cc2ccccc2)nn1C (stereo unspecified)	-1.8	0.7	5	-1.5	-1.0	-1	0.3	-6	-3
35	CCOc1ccc(NC2OC(CO)C(O)C(O)C2O)c([N+](=O)[O-])c1 (stereo unspecified)	-2.3	-1.9	0	x	-1.1	4	0.6	-6	-2
36	N#Cc1ccsc1NC(=O)CSc1nnnn1-c1ccc(O)cc1	0.4	2.1	-4	x	0.3	18	-1.3	-2	-6
37	Cc1cc(C)nc(/N=C(\N)Nc2ccc(SC(F)F)cc2)n1	-4.6	3.3	-5	-0.8	-0.2	10	0.5	1	-6
38	Cc1ccc(NC(=O)c2sc3nc[nH]c(=O)c3c2C)c(C)c1	-2.0	2.6	-2	0.4	-0.5	13	0.5	-6	-4
39	Cc1[nH]c(N=Nc2ccccc2)nc1N=Nc1ccccc1	-2.4	-0.3	-2	x	-2.0	13	80*	-27	-14
40	CCC1=NN(C(=O)c2ccc(Br)cc2)C(O)(c2ccc(C)cc2)C1 (stereo unspecified)	0.6	1.8	2	x	-0.1	5	-0.5	-3	-5

(cont.)
No.	canonical_smiles	FadD28 binding	UGM FP inh	Anthrax LF inh2	BioA inh	BoNT A protease	GDH-TPI inh	PfHsp40 rescue	FBA Mtb inh	BoNT F protease
41	CCN(CC)Cc1c[nH]c2ccccc12	-0.1	4.0	-3	0.1	-0.3	12	0.6	1	-13
42	CSc1nc2nccc(-c3ccc(-c4ccccc4)cc3)n2n1	-4.0	0.7	0	-1.5	-0.4	20	4.6	153*	0
43	CC(=O)N1c2ccc(S(=O)(=O)NCC3CCC(C(=O)NCc4ccccc4)CC3)cc2CC1C (stereo unspecified)	-0.4	0.3	-5	1.9	-1.0	6	0.2	7	-2
44	O=C(/C=C/c1ccc(F)cc1)NC(=S)N1CCN(Cc2ccccc2)CC1	-1.6	4.7	1	1.3	-0.1	2	0.9	-2	2
45	Cc1ccc(NC(=O)COc2coc(CN3CCc4ccccc43)cc2=O)c(C)c1	-0.3	1.7	x	-1.6	x	0	4.2	0	x
46	O=C(c1cc2cc(F)ccc2[nH]1)N1CCN(C(=O)c2ccco2)CC1	-0.9	-2.1	-2	2.2	-0.2	6	3.3	0	-6
47	Cc1oc(-c2cccs2)nc1CNC[C@H]1O[C@@H](n2cnc3c(N)ncnc32)[C@H](O)[C@@H]1O	0.3	1.1	2	0.0	-0.3	0	-0.6	15	-4
48	Cc1ccc(S(=O)(=O)N2CCCC2c2nc3ccccc3s2)cc1 (stereo unspecified)	-3.6	-0.6	-5	-2.5	0.2	3	2.3	-3	3

(more compounds)
No.	canonical_smiles	FadD28 binding	UGM FP inh	Anthrax LF inh2	BioA inh	BoNT A protease	GDH-TPI inh	PfHsp40 rescue	FBA Mtb inh	BoNT F protease
49	CCOCCCNC(=S)NC1CC2CCC(C1)N2Cc1ccccc1 (stereo unspecified)	-1.5	-1.6	0	x	0.1	4	1.9	-3	-6
50	O=C(NCc1ccc(Cl)cc1)C1CCN(c2nnc(N3CCCC3=O)s2)CC1	-1.5	-3.3	2	-0.6	-0.3	-9	-1.1	-1	-3
51	O=C(Nc1ccc(N2CCOCC2)cc1)Nc1cnsn1	-1.3	1.1	-6	1.5	-0.7	1	-0.1	1	-31
52	COc1ccc(-c2c(C)oc3c(CN4CCN(CCO)CC4)c(O)ccc3c2=O)cc1OC	-2.8	-4.9	0	x	0.4	12	-0.3	31*	5
53	CC1=CC(=O)OC1Cc1ccncc1 (stereo unspecified)	-2.3	1.3	-2	1.4	0.6	-3	-1.7	3	u
54	O=C(Oc1ccc(C(=S)N2CCCCC2)cc1)c1ccccc1F	-3.0	-1.8	-2	-2.1	0.4	-9	-0.5	-2	1
55	Cc1ccc(S(=O)(=O)N(C)S(=O)(=O)c2ccc(C)cc2)cc1	-1.9	-1.1	-6	0.2	-1.2	3	6.7	0	-8
56	O=C(c1ccccc1Cl)N1CCC(O)(c2cccnc2)CC1	0.0	0.0	-1	x	0.2	3	0.0	-3	-1
57	COc1ccc(NC(=O)Cn2c(=O)sc3ccccc32)c(OC)c1	-2.5	-0.5	7	-1.9	1.5	10	0.9	2	-6

From PubChem BioAssay
